HT1080NT lethal: qHTS for induction of synthetic lethality in tumor cells producing 2HG: qHTS for the HT-1080-NT fibrosarcoma cell line. Potency, µM (highest dose often 46.1 µM), for inactives: at the highest dose activity, negative = less viability, actives largely listed as cytotoxic. 1.6% of 360,000 active. HT-1080-NT fibrosarcoma viability, CellTiter-Glo ATP luminescence, 48 h;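 also: NT is the 2HG producing partner of a matched IDH1 knockdown line; potency is read from the fitted curve at half-maximal effect; 0% = DMSO-treated cells and -100% = media-only wells without cells; nearly all actives have a fitted effect of over 55% in size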
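750 cells/well, RPMI + 5% FBS; 2 h settle, compound pin-transfer, 48 h at 37 degrees C. CellTiter-Glo 10 min RT, luminescence. Normalized to DMSO and media-only wells.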
ATXN2 expr inh: Primary qHTS for Inhibitors of ATXN expression. HEK-293 ATXN2-luciferase reporter, luminescence, 24 h. AID 1745845, 2022. 0.72% of 360,000 active. Potency, µM (highest dose often 57 µM), for the others: at the top dose activity change, negative = inhibition, most hits filed as inhibitors; also: potency is read from the fitted curve at half-maximal effect; % is scaled to controls: 0 for no effect and ±100 for the full control effect; nearly all actives have a fitted effect of over 55% in size
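qHTS (up to 57 uM final) was run with 24 h compound exposure of reporter cells at 37 °C. Each well was multiplexed: SteadyGlo luminescence measured ATXN2-luciferase expression after a fluorogenic Gly-Phe-AFC viability readout (25 uM final).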
HT1080 IDH1KD tx: qHTS for induction of synthetic lethality in tumor cells producing 2HG: qHTS for the HT-1080-IDH1KD cell line; 2% of 360,000 active; Potency, µM (doses to about 46.1 µM), for inactives: at the top dose activity, negative = toxicity, hits mostly cytotoxic; HT-1080 IDH1 knockdown viability, ATP luminescence, 48 h;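 also: potency is read from the fitted curve at half-maximal effect; 0% = DMSO wells and -100% = cell-free medium wells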
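Knockdown cells (IDH1KD HT-1080) received compounds 2 h after plating at 750 cells/well and were kept 48 h at 37 °C in 5% FBS RPMI. A CellTiter-Glo luminescence read gave % activity for curve fitting.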
MCF10A rerep: A quantitative high throughput screen for small molecules that induce DNA re-replication in MCF 10a normal breast cells; MCF 10A DNA re-replication, Hoechst nuclear intensity, 48 h; Potency, µM (doses to about 46.1 µM), for the others: at the top dose activity, positive = re-replication, hits mostly activators; 2.9% of 350,000 active; AID 624296, 2012; also: potency is read from the fitted curve at half-maximal effect; % of control where 0% means no effect; nearly all actives have a fitted effect of over 50% in size
SW480 rerep: A quantitative high throughput screen for small molecules that induce DNA re-replication in SW480 colon adenocarcinoma cells; SW480 DNA re-replication, Hoechst DNA content imaging, 48 h; Potency, µM (top dose mostly 46.1 µM), for the others: top-dose re-replication activation, usual class: activators; 1.8% of 340,000 active; AID 624297, 2012; also: potency is read from the fitted curve at half-maximal effect; % of control where 0% means no effect; nearly all actives have a fitted effect of over 55% in size
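Image-based DNA-content assay: after two days of treatment, nuclei were labelled with the DNA dye Hoechst and imaged, and hits were compounds raising the count of nuclei showing high fluorescence intensity.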
KB-V1 cytotox: qHTS assay for MDR1-selective chemotherapeutics: Primary screen using the drug-selected MDR subline cells KB-V1; KB-V1 MDR cells viability, CellTiter-Glo, 72 h; Potency, µM (top dose mostly 46.1 µM), without a hit: at the highest dose activity change, negative = cytotoxicity, most hits filed as cytotoxic; 3.4% of 400,000 active; AID 1347076, 2019; also: potency is read from the fitted curve at half-maximal effect; % is scaled to controls: 0 for no effect and ±100 for the full control effect; nearly all actives have a fitted effect of over 60% in size
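Luminescent ATP read-out (CellTiter-Glo, 10 min) measures survival of drug-selected KB-V1 MDR cells after 72 h, 37 degrees C compound exposure. Medium: phenol-red-free DMEM, 10% FBS. Values from fitted concentration-response curves.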
IL-1B inflam inh: qHTS for Inhibitors of Inflammasome Signaling: IL-1-beta AlphaLISA Primary Screen | THP-1 LPS/ATP IL-1B secretion, AlphaLISA, 16 h; active compounds read low | activity change, % at 57.5 µM | 4.7% of 360,000 active | AID 743279, 2014; in the data active = activity change below about -50%; inconclusive = mostly about -30% to -49%; also: % is scaled to controls: 0 for no effect and ±100 for the full control effect
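THP-1 cells pretreated 1 hr with compounds (up to 57.5 uM final), then stimulated with LPS (250 ng/mL final) plus ATP (1.25 mM final); secreted IL-1B measured by AlphaLISA after 16 hr, decreased signal indicating inhibition.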
KB-3-1 cytotox: qHTS assay for MDR1-selective chemotherapeutics: Primary screen using the parental adenocarcinoma cell KB-3-1; KB-3-1 viability, CellTiter-Glo ATP luminescence, 72 h; Potency, µM (series often up to 46.1 µM), inactives show at the highest dose activity change, negative = cytotoxic, usual class: cytotoxic; 1.4% of 400,000 active; also: potency is read from the fitted curve at half-maximal effect; % is scaled to controls: 0 for no effect and ±100 for the full control effect; nearly all actives have a fitted effect of over 60% in size
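Cytotoxicity in the drug-sensitive parental line KB-3-1 was scored as loss of CellTiter-Glo luminescence following 72 h incubation with compound. Values come from curve fitting of normalized concentration-response data.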
S2 tox: Viability Counterscreen for Primary qHTS for Inhibitors of ATXN expression. S2 cells (HEK-293 line with an ATXN2-luciferase reporter) viability, CellTiter-Fluor protease fluorescence, 24 h. Potency, µM (top dose mostly 56.7 µM), usual class: cytotoxic. 0.49% of 400,000 active. AID 651635, 2014; also: potency is read from the fitted curve at half-maximal effect; nearly all actives have a fitted effect of over 40% in size
* hit, by the source's call; i = inactive; ? = inconclusive; / = not tested or not shown; & = joins results of further samples; [ ] = dose if it differs, or a comment. Unless noted, calls follow the shape of the dose curve; as a rule, active = well fitted curve in the direction sought with a large enough effect; inconclusive = small, poorly fitted or top-dose-only effect, or another doubt; inactive = no such curve, though single readings can be large; an effect the other way counts as inactive or inconclusive.

SMILES | HT1080NT lethal | ATXN2 expr inh | HT1080 IDH1KD tx | MCF10A rerep | SW480 rerep | KB-V1 cytotox | IL-1B inflam inh | KB-3-1 cytotox | S2 tox
Cc1ccc(-c2noc(CSc3nnc(-c4ccncc4)n3-c3ccc(F)cc3)n2)cc1 | -17% | -13% | ? | 27% | 0% | 8.2µM* | -15 | -1% | i
Cc1ccc(N(CC(=O)NC2CCCCC2)S(=O)(=O)c2cccs2)cc1 | 2% | / | 6% | -2% | -10% | 18% | 2 | 1% | ?
CCN(CC(=O)Nc1ccc(NC(C)=O)cc1)C(=O)c1ccc2ccccc2c1 | 1% | -14% | -3% | 0% | 10% | ? | -16 | 7% | i
Fc1ccc(/C=N/Nc2ncnc3nc[nH]c23)cc1F | -1% | 45%[activator] | -14% | -4% | -21% | ? | 25 | -16% | i
Oc1cccnc1Sc1cccc(C(F)(F)F)c1 | -3% | 3% | -13% | 6% | 0% | 30% | 12 | 14% | i
O=C(NCc1cccs1)C1CCCN(S(=O)(=O)c2cccc3cccnc23)C1 (stereo unspecified) | 6% | 3% | 10% | 0% | 0% | ? | 13 | -11% | i
COC(=O)c1sc(NC(=O)COc2ccccc2C)nc1C | -18% | 5% | -18% | 2% | -14% | -29% | -10 | 0% | i
CC(C)(C)CC(C)(C)NC1=CC(=O)OC12CCCCC2 | 12% | 9% | 10% | ? | ? | ? | 17 | 4% | ?
O=C(Cc1ccccc1[N+](=O)[O-])NCCSCc1c(F)cccc1Cl | 2% | 12% | 0% | 2% | -2% | -21% | 19 | -3% | i
O=[N+]([O-])c1cc(C(F)(F)F)ccc1NCCCCNS(=O)(=O)c1ccc(Cl)cc1 | ? | ? | ? | 16% | ? | 21µM* | -56* | ? | ?
Cc1ccc(CSCc2nnc(SCC(=O)N3CCN(c4ccccc4)CC3)n2C)cc1 | -6% | -22% | -21% | 16% | 2% | 0% | ? | ? | i
COc1ccc(C2CC(=O)c3cnc(NC(=O)c4cccc(OC)c4)nc3C2)cc1 (stereo unspecified) | -1% | 2% | 1% | 7% | -9% | -28% | -3 | 14% | ?
CC(C)C[C@@H](CN1CCC[C@H]1CN1C(=O)C(=O)NC[C@@H]1Cc1ccc(O)cc1)N1C[C@H](Cc2ccccc2)N(CCc2ccccc2)C(=O)C1=O | -12% | 12% | -15% | / | / | 1% | ? | 0% | i
O=C(OCC#CCSc1nnc(-c2cccc3ccccc23)o1)c1ccc2ccccc2c1 | / | 1% | / | 4% | -1% | -1% | / | -1% | i
Cc1ccccc1CNC(=O)C1CCC(=O)N(CC2CCCCC2)C1 (stereo unspecified) | 0% | 8% | -7% | 9% | -10% | ? | i | -7% | i
Cc1nn(CCC(=O)NNC(=S)Nc2ccc([N+](=O)[O-])cc2)c(C)c1[N+](=O)[O-] | -10% | / | -10% | -4% | 1% | 20% | 28 | 4% | i
Cc1ccc(C)c(-c2nn(-c3cc(N4CCN(CCO)CC4)ccc3[N+](=O)[O-])c(=O)c3ccccc23)c1 | -5% | -7% | -15% | ? | 8% | ? | ? | -23% | ?
O=C(CCCOc1ccc(Cl)cc1Cl)Nc1nnc(C2CC2)s1 | 0% | -13% | -5% | 5% | -4% | / | 1 | / | i
CCOC(=O)N1CCN(C(=O)c2nn(-c3ccc(C)cc3)c(=O)c3c2c2ccccc2n3C)CC1 | -24% | ? | ? | ? | ? | ? | 19 | ? | i
Cc1ccc(Nc2nc(N/N=C/c3c[nH]c4ccccc34)nc(N3CCOCC3)n2)cc1 | ? | -37% | ? | ? | 13µM* | ? | -67* | -14% | i
COC(=O)C(C)Sc1nc2c(cnn2-c2ccc(F)cc2)c(=O)[nH]1 (stereo unspecified) | 0% | 12%&9% | 13% | -4% | -11% | 0%&3% | 11 | 20%&-6% | i
O=C(Nc1ccc(Cl)c(Cl)c1)c1ccccc1NC(=O)C1CC=CCC1C(=O)O (stereo unspecified) | -16% | 11% | -18% | 13% | 3% | ? | -6 | 11% | i
COc1cc(C(=O)N2CCN(C(=O)c3cc(-c4ccccc4)n[nH]3)CC2)cc(OC)c1OC | 0% | 26% | 1% | 25% | -15% | 28% | -24 | 17% | i
CCCCNC(=O)Nc1nnc(SCC(=O)OCC)s1 | -9% | / | 7% | 0% | 1% | -12% | -13 | 4% | i
CCOc1ccc(Br)cc1S(=O)(=O)NCc1ccncc1 | 5% | -20% | -6% | ? | -3% | 1% | 29 | -3% | i

Carrying on:
SMILES | HT1080NT lethal | ATXN2 expr inh | HT1080 IDH1KD tx | MCF10A rerep | SW480 rerep | KB-V1 cytotox | IL-1B inflam inh | KB-3-1 cytotox | S2 tox
COC(=O)c1cc(C(=O)N2CCN(c3cccc(C)c3C)CC2)cc([N+](=O)[O-])c1 | 1.8µM* | ? | 2.3µM* | ? | 4.1µM* | -14% | 31 | 5.8µM* | i
Cc1ccc(S(=O)(=O)N(C)CC(=O)N2CCCCCC2)cc1 | -2% | / | 1% | 9% | -3% | 0% | -12 | 7% | ?
CCCS(=O)(=O)N1CCCC(C(=O)NCc2ccco2)C1 (stereo unspecified) | 8% | -1% | 0% | 0% | -4% | 4% | -7 | 2% | i
Cc1ccc(OCCOCCn2c(-c3ccc(Cl)cc3)nc3ccccc3c2=O)cc1 | / | -6% | / | / | / | 0% | / | -1% | i
CC1(C)C(c2ccco2)=[N+]([O-])C2(CCCCC2=O)N1O (stereo unspecified) | 16% | -3% | 23% | -1% | 1% | 4% | 9 | -1% | i
CN(C)C(CNC(=S)Nc1cccc(Cl)c1)c1ccccc1 (stereo unspecified) | -4% | -22% | -7% | 12% | 4% | ? | ? | 2% | i
O=C(c1cnn2c(C(F)F)cc(-c3ccccc3)nc12)N1CCc2ccccc2C1 | -19% | / | -15% | ? | 4% | -24% | -5 | 6% | i
O=C(N/N=C/c1cc([N+](=O)[O-])ccc1O)c1ccc2c(c1)OCCO2 | -26% | ? | ? | 8% | ? | ? | 18 | ? | /
COc1ccccc1CCc1nnc(CCC(=O)NCC2CCCO2)o1 (stereo unspecified) | 6% | 5% | 15% | -1% | 2% | ? | 5 | 4% | i
CC(c1ccccc1C(O)c1ccccc1)N(C)C (stereo unspecified) | -6% | -9% | 4% | 3% | 0% | 2% | -10 | 3% | i
CN(Cc1ncc[nH]1)Cc1cn(-c2ccccc2)nc1-c1ccc2c(c1)OCO2 | -2% | -27% | -17% | 15% | 1% | -1% | ? | 0% | ?
COc1ccccc1C1CC(=O)Oc2cc(O)ccc21 (stereo unspecified) | 0% | -7% | 4% | -5% | -20% | 0% | 4 | 0% | i
C=CCSc1nc2ccccc2[nH]1 | 3% | 5% | 2% | 11% | 0% | ? | 17 | -6% | i
N#C/C(=C1\C(=O)Nc2c(Cl)cc(Cl)cc21)c1nnc2n1CCCCC2 | 22% | -6% | 3% | -1% | -3% | 16% | ? | 4% | i
CC(C)(C)NC(=O)CSc1nnc(NC(=O)CCc2ccccc2)s1 | -11% | -6% | -3% | -2% | -1% | 6% | 14 | -2% | /
CCC1=C2CC[C@H]3C(=O)N(c4ccccc4)C(=O)[C@H]3[C@H]2[C@@]2(C)C(=NCC(=O)OC)OC(=O)N2C1=O | -1% | 2% | -1% | 13% | 6%[9.22 µM] | -1% | 23 | 3% | i
Cc1ccc(C(C)C)c(OCCN(C)C)c1 | 20% | 14% | 7% | 0% | -3% | 8% | -14 | 15% | i
COc1ccc(-n2nc3c(N4CCC(C(=O)NCCc5ccccc5C)CC4)nnc(C)c3c2C)cc1 | -1% | ? | -11% | 9.2µM* | ? | 0% | -83* | 6% | ?
Nc1nnc(SCc2ccc(Cl)cc2)s1 | -1% | 4% | -7% | ? | 5% | -4% | -22 | 0% | i
Cc1cccc(N2N=C(C(=O)Nc3ccc(Cl)c(S(=O)(=O)N4CCOCC4)c3)CCC2=O)c1 | 0% | -5% | -6% | -46%[inhibitor] | 4% | / | -9 | / | i
O=[N+]([O-])c1ccc(S(=O)(=O)NN=CCCc2ccccc2)cc1 | -2% | -9% | -4% | 4% | 5% | 0% | 1 | 3% | i
Cc1nc(Cc2ccccc2)sc1CC#N | 1% | 2% | 2% | 3% | -1% | -1% | 0 | 14% | i
CCc1ccc(NC(=O)C(=O)NCC(c2cccnc2)N2CCOCC2)cc1 (stereo unspecified) | / | -8% | / | / | / | 0% | / | 0% | i
COc1cccc(NC(=O)N2CCOCC2)c1 | 2% | 16% | 2% | -2% | -7% | ? | 11 | 1% | i
CCN(CC)CCCNc1nc(N)c([N+](=O)[O-])c(N2CCCCCC2)n1 | -18% | 0% | -2% | 5% | -9% | 1% | -8 | 9% | i
O=C(COC(=O)c1ccc(O)cc1)Nc1cccc(S(=O)(=O)N2CCCCC2)c1 | -4% | 10% | -1% | -1% | ? | 12% | 20 | -21% | i
O=C(OCC(=O)N1CCCC1=O)c1nc(Cl)ccc1Cl | 2% | -2% | 10% | 2% | -2% | ? | 3 | 18% | i

Some of these compounds in order of heavy-atom count, lowest first:
SMILES | HT1080NT lethal | ATXN2 expr inh | HT1080 IDH1KD tx | MCF10A rerep | SW480 rerep | KB-V1 cytotox | IL-1B inflam inh | KB-3-1 cytotox | S2 tox
O=C(Cc1ccccc1[N+](=O)[O-])NCCSCc1c(F)cccc1Cl | 2% | 12% | 0% | 2% | -2% | -21% | 19 | -3% | i
CCN(CC)CCCNc1nc(N)c([N+](=O)[O-])c(N2CCCCCC2)n1 | -18% | 0% | -2% | 5% | -9% | 1% | -8 | 9% | i
COC(=O)c1cc(C(=O)N2CCN(c3cccc(C)c3C)CC2)cc([N+](=O)[O-])c1 | 1.8µM* | ? | 2.3µM* | ? | 4.1µM* | -14% | 31 | 5.8µM* | i
